Screening data as filed in PubChem.
AHR act: activates the human aryl hydrocarbon receptor; P35869; AHR-responsive luciferase reporter cells, luminescence; activation, % at 5 µM; 320,000 tested, 2.5% active; in the data active means activation above about 47%;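 further: 0% = vehicle wells and 100% = reference agonist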
procasp3 activ: activates human procaspase-3 | activation, % at 8.5 µM | 330,000 tested, 0.11% active | recombinant procaspase-3 D3A, Ac-DEVD-pNA absorbance 405 nm;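 active means activation above the mean of all tested compounds plus 3 SD, cut at about 21% in these data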;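 further: 0% = DMSO alone and 100% = DMSO wells spiked with extra 5 µM PC-3 D3A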
Target sequence (P42574 whole entry D9A/D28A/D175A): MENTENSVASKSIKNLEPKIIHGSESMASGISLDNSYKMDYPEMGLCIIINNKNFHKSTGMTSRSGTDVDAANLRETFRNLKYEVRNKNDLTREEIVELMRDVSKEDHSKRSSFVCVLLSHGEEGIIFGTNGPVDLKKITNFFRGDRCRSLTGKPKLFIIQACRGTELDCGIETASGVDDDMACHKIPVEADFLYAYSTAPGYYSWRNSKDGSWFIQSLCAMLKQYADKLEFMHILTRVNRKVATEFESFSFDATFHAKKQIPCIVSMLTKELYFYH
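assay system = Procaspase-3 D3A mutant | signal = absorbance at 405 nm, 0 and 120 min | times = 1 h preincubation plus 2 h reaction at 25 °C | repeats = single replicate | read-out = % activation between DMSO and enzyme-spiked controls | medium = Zinc-free HEPES saline buffer with Triton X-100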
PAFAH2 inh: inhibitors of human PAFAH2; Q99487; recombinant PAFAH2, FP-rhodamine activity probe, fluorescence polarization; inhibition, % at 3.39 µM; 340,000 tested, 0.99% active; AID 492956;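 active means inhibition above the mean over all tested compounds plus 3 SD, cut at about 30% in these data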;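 further: inhibitors block probe labeling of enzyme so polarization drops; 0% = enzyme with DMSO and 100% = wells lacking PAFAH2 protein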
core dimer inh: blocks dimerization of HCV core protein | TR-FRET GST/Flag-core106 dimerization, 1536-well | 300,000 tested, 0.33% active | inhibition, % at 5 µM;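 active means inhibition above the mean of all tested compounds plus 3 SD, set per screening campaign, cut at about 45% in these data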
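Test system: GST/Flag-tagged HCV core106 proteins; Medium: KF-containing HEPES buffer, pH 7.45, DTT, CHAPS, BSA; Times: compound-protein-antibody incubation 4 h at 22.5 °C; Detection: TR-FRET 671 and 617 nm emission; Benchmarks: wells lacking GST-core106 and wells with excess unlabelled core106.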
PP5 primary: inhibitors of human protein phosphatase 5 (PP5); purified PP5c, OMFP substrate fluorescence; P53041; 320,000 tested, 0.18% active; inhibition, % at 6.7 µM; AID 1987;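 active means inhibition above the campaign's mean inhibition across all tested compounds plus 3 SD, cut at about 9.5% in these data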;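 further: 0% = DMSO only and 100% = 100 µM cantharidin control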
Target sequence (P53041 whole entry, looked up): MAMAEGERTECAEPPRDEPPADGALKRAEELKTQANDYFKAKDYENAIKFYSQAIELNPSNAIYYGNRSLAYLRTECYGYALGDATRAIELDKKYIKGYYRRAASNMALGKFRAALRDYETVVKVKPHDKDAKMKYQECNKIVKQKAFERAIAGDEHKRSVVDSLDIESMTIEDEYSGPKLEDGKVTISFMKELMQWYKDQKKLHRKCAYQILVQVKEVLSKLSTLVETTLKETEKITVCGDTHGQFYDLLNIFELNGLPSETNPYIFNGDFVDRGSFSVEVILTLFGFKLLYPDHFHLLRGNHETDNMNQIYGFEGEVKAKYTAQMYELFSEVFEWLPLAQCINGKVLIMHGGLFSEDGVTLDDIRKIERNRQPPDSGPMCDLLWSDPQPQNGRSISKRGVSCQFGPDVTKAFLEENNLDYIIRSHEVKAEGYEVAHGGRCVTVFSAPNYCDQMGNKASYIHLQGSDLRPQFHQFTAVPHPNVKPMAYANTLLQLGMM
proCasp7 act: counter-screen: procaspase-7 (human) activation | activation, % at 8.5 µM | recombinant procaspase-7, Ac-DEVD-pNA absorbance 405 nm; D23A/D198A/D206A triple mutant, cannot self-cleave; scale: DMSO 0, 5 µM enzyme 100 | P55210 | 330,000 tested, 0.093% active;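 active means percent activation above the screen-wide mean plus 3 SD, cut at about 25% in these data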
Target sequence (P55210 whole entry D23A/D198A/D206A): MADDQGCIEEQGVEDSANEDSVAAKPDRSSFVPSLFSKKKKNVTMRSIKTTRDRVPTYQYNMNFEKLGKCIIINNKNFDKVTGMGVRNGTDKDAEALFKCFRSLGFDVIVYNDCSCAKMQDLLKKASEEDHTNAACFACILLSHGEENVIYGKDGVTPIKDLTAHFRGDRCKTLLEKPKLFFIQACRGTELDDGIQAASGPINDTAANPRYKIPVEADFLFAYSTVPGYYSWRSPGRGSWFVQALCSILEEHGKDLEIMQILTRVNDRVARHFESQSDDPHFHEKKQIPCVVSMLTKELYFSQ
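signal = Epi-absorbance of released pNA at 405 nm, two timepoints | assay system = Uncleavable procaspase-7 mutant enzyme | reagent = Ac-DEVD-pNA substrate, 400 µM as added | times = 1 h enzyme–compound preincubation and 2 h substrate reaction, both 25 °C | benchmarks = low DMSO alone, high DMSO plus 5 µM PC-7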
CTSL1 counter: cathepsin L1 inhibition, PFM18AAP counter-screen; recombinant F. hepatica cathepsin L1, Z-Leu-Arg-MCA fluorescence; inhibition, % at 5.96 µM; 300,000 tested, 0.49% active; AID 1906;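 active means inhibition above the mean of all tested compounds plus 3 SD, set per screening campaign, cut at about 17% in these data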;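 further: 0% = plate median of test compound wells and 100% = 1 µM Z-Phe-Ala-diazomethylketone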
TPT1 inh: inhibitors of Candida albicans tRNA 2'-phosphotransferase TPT1 | recombinant caTPT1, FP RNA substrate dephosphorylation | inhibition, % at 5 µM | 300,000 tested, 0.81% active;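 active means inhibition above the mean of all tested compounds plus 3 SD, set per screening campaign, cut at about 24% in these data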;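 further: plate controls were DMSO alone for no effect and ferristatin control at 100 nM for full effect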
PP1 inh: blocks human PP1-alpha phosphatase, a PP5 counter-screen. P62136. purified PP1alpha, OMFP fluorescence. inhibition, % at 6.7 µM. 320,000 tested, 0.9% active. AID 2235;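 active means inhibition above the mean inhibition of all tested compounds plus 3 SD, computed separately for each screening campaign, cut at about 15% in these data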
The depositor's hits bear a star; nt = not tested or not shown. No enrichment for hits; 5.6% or so of the library scored in one or more.

SMILES	AHR act	procasp3 activ	PAFAH2 inh	core dimer inh	PP5 primary	proCasp7 act	CTSL1 counter	TPT1 inh	PP1 inh
Cc1ccc(OCC(=O)Nc2cccc3ccccc23)c([N+](=O)[O-])n1	23.1	4.4	-11.4	nt	nt	3.7	nt	nt	nt
N/C(=N\OC(=O)c1ccco1)c1ccc(Br)cc1	0.8	-10.8	4.3	-1.2	0.2	2.7	-3.9	-1.4	-1.0
CCCS(=O)(=O)N1CCN(Cc2c[nH]c3ccccc23)CC1	17.9	-3.6	0.6	4.2	2.2	-4.6	-1.8	-1.2	2.7
CCN(CC(=O)Nc1c(F)cccc1F)C(=O)CCc1nc2cc(S(=O)(=O)N(C)C)ccc2n1CC	-3.9	6.0	-0.3	-1.3	0.5	1.2	-0.6	-1.9	-4.3
COc1cc(CNc2ccc3[nH]c(=O)[nH]c3c2)ccc1OCc1ccccc1	5.5	-20.6	-2.7	-28.8	4.8	-20.5	4.6	-5.0	-1.3
CC1CN(CC(=O)N2CCc3[nH]c4ccccc4c3C2)CC(C)O1 (stereo not drawn)	16.2	5.9	-3.1	1.8	-0.6	-5.8	-1.9	-8.8	1.8
COc1ccc(/C=C/C(=O)N(Cc2ccccc2)c2ccccn2)cc1OC	5.7	2.9	-0.8	0.7	3.1	3.0	-0.1	0.2	-4.4
COc1cc(CC(=O)Nc2ccc(S(=O)(=O)Nc3ncccn3)cc2)cc(OC)c1OC	-0.8	5.0	1.5	9.2	1.5	1.7	-1.3	0.6	0.1
O=C(/C=C/c1ccccc1[N+](=O)[O-])NCCCN1CCCC1=O	-1.3	4.6	-0.8	4.1	0.7	3.2	-1.7	1.6	-1.8
Cc1ccccc1NC(=O)Cn1c(CCC(=O)O)ccc1-c1cccs1	3.0	-11.2	-1.0	-2.7	1.6	-3.6	-0.7	3.3	4.6
O=c1c2ccccc2nc(SCc2nnc(-c3ccccc3Br)o2)n1-c1ccccc1	3.7	8.2	3.2	24.0	0.8	-7.6	-1.9	2.1	-0.7
CSCC(=O)N1CCC(n2nccc2NC(=O)CCc2ccccc2)CC1	-1.1	1.3	-3.5	4.6	1.1	-2.0	-7.2	0.5	-0.7
COc1cccc(C2CC(c3ccc(F)cc3)Nc3nc(N)nn32)c1 (stereo not drawn)	-0.5	2.7	2.8	-0.6	-0.2	4.6	-1.6	-1.3	0.3
O=C(Nc1ccccc1)c1ccc(-c2ccc([N+](=O)[O-])cc2)o1	37.4	-18.9	7.0	9.0	-3.8	-26.6	-1.8	2.0	-6.2
Cc1ccc(C2=Nc3ccccc3N(C(=O)c3ccccc3)C(C)C2)cc1 (stereo not drawn)	3.9	-6.9	2.5	1.1	4.0	7.0	3.7	-2.8	3.5
O=C1[C@@H]2[C@H](C(=O)N1Cc1ccco1)[C@H]1C=C[C@@H]2C1	-2.1	13.4	-0.5	-1.2	7.9	-0.2	-5.2	3.2	-1.6
Cc1c(C(=O)O)sc(=S)n1-c1ccccc1	3.8	-1.0	-9.4	-4.0	-0.7	1.8	1.9	-2.5	-1.2
O=C(CSc1nnc(NC(=O)c2c(F)cccc2Cl)s1)Nc1ccccc1F	1.8	2.4	3.2	15.3	0.9	-1.5	2.1	2.0	1.7
CCOc1ccc(C(=O)Cc2cc3cccc(OC)c3oc2=O)cc1	-2.7	2.0	-1.9	4.5	0.8	8.1	6.0	-0.4	0.3
CCC(c1nnnn1Cc1ccco1)N(Cc1cc2cc(C)cc(C)c2[nH]c1=O)CC1CCCO1 (stereo not drawn)	11.3	-14.6	-3.1	6.0	0.8	-4.1	3.8	15.4	0.9
CC(CCC(=O)O)C1CCC2C3C(O)CC4CC(O)CCC4(C)C3CC(O)C12C (stereo not drawn)	9.4	4.4	-1.1	-5.5	2.0	-1.3	-5.5	-3.6	4.6
CCCCOc1ccc(CSC(=N)N)cc1[N+](=O)[O-]	15.0	-2.5	2.0	-7.6	-0.8	-8.2	-3.7	2.3	-2.0
CC(=O)Nc1ccc(S(=O)(=O)NCCC(=O)OCC(=O)c2ccc(Br)cc2)cc1	1.4	-5.1	1.4	0.0	0.6	-5.0	-8.3	-1.2	-3.3
Cc1ccc(C(=O)N(C)c2nnc(-c3ccncc3)s2)cc1	4.2	3.7	2.4	-1.2	-0.1	0.0	-0.6	0.1	-3.0
CN(C)Cc1nnnn1-c1ccccc1	0.0	10.1	8.3	0.9	-0.7	4.8	1.9	-1.2	-6.1

(continued)
SMILES	AHR act	procasp3 activ	PAFAH2 inh	core dimer inh	PP5 primary	proCasp7 act	CTSL1 counter	TPT1 inh	PP1 inh
O=C1CN(C(=O)N[C@@H](Cc2ccccc2)C(=O)N[C@@H](Cc2ccccc2)C(=O)O)c2ccccc2N1	-0.2	-6.1	2.8	-2.6	-3.3	2.6	-2.3	-5.0	0.8
CSc1nnc(NC(=O)c2cc(=O)c3cc(C)cc(C)c3o2)s1	-1.0	6.6	1.1	1.5	-1.3	8.8	4.8	5.0	0.1
CC1=C([N+](=O)[O-])C(c2ccccc2)C2=C(N1)c1ccccc1C2=O (stereo not drawn)	8.7	1.1	8.0	-17.0	1.6	-11.6	1.0	-3.3	1.0
Oc1ccc(C=Nc2ccc(N3CCOCC3)cc2)c(O)c1	14.2	-4.1	13.6	6.9	2.2	-10.2	4.2	-0.1	1.2
c1ccc(CN2CCCC3(CCCN(Cc4nc(COc5ccccc5)no4)C3)C2)cc1 (stereo not drawn)	1.6	6.7	0.7	10.9	-2.2	3.1	1.2	0.8	-3.9
CCOc1ccc(/C=N/n2c(SC)nnc(C(C)(C)C)c2=O)cc1	1.1	-1.3	4.3	6.6	2.9	3.6	5.7	-0.3	1.2
O=C(Oc1ccc(N(Cc2cccs2)C2=NS(=O)(=O)c3ccccc32)cc1)c1ccccc1F	-1.9	5.8	-5.0	6.9	3.1	-4.1	-2.4	-3.1	-1.1
CC1=C(C(=O)O)N2C(=O)C(NC(=O)c3nn(C)cc3Cl)C2SC1 (stereo not drawn)	4.5	-12.7	-0.7	-0.2	4.6	-15.8	0.3	-0.1	-4.7
Cc1nn(Cc2ccc(F)cc2)c2sc(C(=O)Nc3ccc(N4CCOCC4)cc3N3CCOCC3)cc12	2.9	0.8	-4.5	3.3	3.0	0.6	3.2	1.3	0.6
O=C(CSc1nncs1)NNC(=O)c1ccccc1Br	-0.6	-11.8	2.4	nt	nt	0.2	nt	nt	nt
CC(C)n1c2ccccc2c2nc3ccccc3nc21	56.9*	-9.0	-5.1	6.9	4.2	16.3	3.4	-4.8	2.3
CCN(C(=O)c1coc(=O)c(Br)c1)c1ccc2c(c1)OCO2	3.6	-3.4	-0.9	-2.4	3.4	-11.4	-1.1	-11.8	-2.5
CC(C)Cn1c(SCc2nc3ccccc3c(=O)[nH]2)nc2ccccc2c1=O	3.4	-6.3	0.2	-0.2	1.6	-4.3	3.0	0.1	-0.8
Cc1ccccc1C1c2[nH]c3ccccc3c2CCN1CCCn1cccn1 (stereo not drawn)	14.8	-0.6	1.4	-3.9	0.8	0.5	-3.1	-3.0	-2.2
CCOC(=O)C1(CC2CC2)CCN(Cc2cnc(-c3ccccc3C)nc2)CC1	-0.2	3.3	-7.4	5.9	1.9	5.5	0.8	1.9	-2.2
O=C(Cn1ccc([N+](=O)[O-])n1)NCc1ccccc1	0.3	-1.3	0.8	-2.4	-0.6	-3.0	1.1	1.2	-5.1
O=C(Cn1c(C(=O)N2CCN(C3CCCCC3)CC2)cc2sccc21)c1ccccc1	7.3	1.7	-5.1	5.5	1.2	-2.0	-1.8	-0.1	0.1
O=C(O)CSC1CC(=O)N(c2ccc(Br)cc2)C1=O (stereo not drawn)	0.1	-15.6	5.1	-2.9	2.9	-6.9	-2.2	3.6	-4.2
CCc1cccc(C)c1NC(=O)CN(C)Cc1ccc(Br)cc1	-1.0	6.7	-1.0	1.4	5.5	-0.1	-0.1	3.7	-1.8
O=C(CSc1nnnn1Cc1ccccc1)NC1CCCCC1	8.6	7.9	-1.8	-5.5	2.8	-1.3	-2.9	1.6	0.1
CC(C)(C)CC(C)(C)NCC(O)COc1c(F)cc(Br)cc1F (stereo not drawn)	1.1	1.6	2.9	-5.1	-1.4	-0.9	0.7	1.6	0.5
CC(OC(=O)c1cc(=O)[nH]c2ccccc12)C(=O)NCc1ccccc1 (stereo not drawn)	3.8	3.1	5.9	-3.7	0.5	8.4	-0.4	-2.0	-4.1
CCOC(=O)c1nn(-c2ccc([N+](=O)[O-])cc2)cc1O	2.4	-5.1	-3.9	1.2	3.1	-11.9	-0.2	0.9	-0.9
COc1ccc(S(=O)(=O)c2c(O)cc(C)c(NS(=O)(=O)c3ccccc3)c2C)cc1	7.0	1.7	2.4	-10.8	1.7	-1.7	3.4	-3.7	2.2
CCCC(=O)Nc1ccc(C(=O)/C=C/c2ccc(SC)cc2)cc1	0.7	-1.4	-8.6	8.5	5.3	7.5	1.9	2.2	4.0

Four of the entries above in order of their number in PAFAH2 inh, largest number first:
Molecule	AHR act	procasp3 activ	PAFAH2 inh	core dimer inh	PP5 primary	TPT1 inh
O=c1c2ccccc2nc(SCc2nnc(-c3ccccc3Br)o2)n1-c1ccccc1	3.7	8.2	3.2	24.0	0.8	2.1
CCCCOc1ccc(CSC(=N)N)cc1[N+](=O)[O-]	15.0	-2.5	2.0	-7.6	-0.8	2.3
CC1=C(C(=O)O)N2C(=O)C(NC(=O)c3nn(C)cc3Cl)C2SC1 (stereo not drawn)	4.5	-12.7	-0.7	-0.2	4.6	-0.1
CCOC(=O)C1(CC2CC2)CCN(Cc2cnc(-c3ccccc3C)nc2)CC1	-0.2	3.3	-7.4	5.9	1.9	1.9

Next part
SMILES	AHR act	procasp3 activ	PAFAH2 inh	core dimer inh	PP5 primary	proCasp7 act	CTSL1 counter	TPT1 inh	PP1 inh
CCOCCc1nnc(NC(=O)Cc2ccc(Br)cc2)s1	1.6	-1.2	-4.4	-0.4	0.7	4.3	-3.9	-0.9	-2.4
CCC(Sc1nc2cc3c(cc2c(=O)n1Cc1ccco1)OCO3)C(=O)Nc1ccccc1OC (stereo not drawn)	-4.6	2.3	1.0	3.4	3.4	-2.3	2.9	-2.9	-4.8
CC(=O)c1c(C)[nH]c(C(=O)NC2CCSc3ccccc32)c1C (stereo not drawn)	45.1	-5.7	5.4	-1.4	2.2	6.6	-3.1	-1.2	1.5
O=c1[nH]c(/C=C/c2ccc(Br)cc2)nc2ccccc12	-3.3	2.8	2.8	10.7	-0.1	-0.9	-3.4	-1.6	1.3
COc1cc(C2Nc3ccc4ncccc4c3C3=C2C(=O)CCC3)ccc1O (stereo not drawn)	6.0	9.6	5.1	-11.4	1.1	3.5	0.0	-0.4	1.6
CCN(C(=O)COC(=O)/C=C/c1ccccc1)C1CCCCC1	-1.1	-4.4	-0.5	3.3	-4.2	-6.3	-11.1	2.9	-5.5
CCc1cccc(C)c1NC(=O)CC(C)(C)CC(=O)O	-1.2	-5.6	-9.7	-1.1	1.9	3.4	2.2	1.7	-4.2
CS(=O)(=O)N(CC(=O)N1CCOCC1)c1ccc(Cl)cc1	5.6	-5.5	-16.9	-4.5	-2.1	6.4	-1.0	1.8	-3.2
